5HT1a ag: agonists of human 5-HT1a serotonin receptor; P08908; CHO 5-HT1a Ga15 NFAT-bla reporter, FRET ratio; 0% basal, 100% maximal reference agonist; activation, % at 10 µM; 0.56% of 65,000 active; AID 567;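 active means activation above the screen-wide mean activation plus 3 SD, cut at about 19% in these data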;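 further: 0% = DMSO wells and 100% = 5-CT at EC100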
Hsp90 block: displaces geldanamycin probe from tumor Hsp90 | P07900 | NCI-N417 lysate Hsp90, Cy3B-geldanamycin FP displacement | inhibition, % at 30 µM | 0.35% of 64,000 active | AID 429;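 active means inhibition above 50%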;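 further: 0% = tracer plus lysate wells and 100% = tracer alone without lysate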
D1 allo mod: allosteric modulators of human D1 dopamine receptor. HEK293 D1, CRE-luciferase, dopamine EC30 potentiation; actives deviate in either direction. P21728. B-score at 10 µM. 5.9% of 58,000 active;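 active means luminescence count or its row- and column-corrected plate score outside the 99.7% band of the plate's sample wells, on either side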
Fluor 339 460: intrinsic fluorescence of library compounds, ex339/em460 – biochemical, MLSMR library, data from DPM-DC assay, artefact control, profiling panel; 5.5% of 65,000 active; fluorescence fold increase at 10 µM; compound autofluorescence, ex339/em460 nm, NADH buffer; active compounds read high; 1 = no-compound wells, NADH background; AID 709;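 active means at 10 µM, mean starting fluorescence two-fold or more over control wells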;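 further: signal is the first read of a kinetic run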
NADH coupling: inhibitors of enzymes used to reach an NAD/NADH endpoint; coupled PK/LDH NADH assays, four targets; IC50, µM (top dose mostly 10 µM), for the others: at the highest dose inhibition; 0.02% of 65,000 active;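 active means single-dose screening hits from any of four coupled enzyme assays that gave an IC50 when retested across doses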;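 further: the DPM-DC format reads NADH fluorescence rather than 340 nm absorbance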
M1 agonist: M1 muscarinic receptor agonism. CHO-M1 cells, Fluo-4 calcium fluorescence, agonist mode; active compounds read high. B-score at 10 µM. 3% of 64,000 active. AID 626;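 active means fluorescence rise, raw or as B-score row- and column-corrected plate score, outside the 99.7% band of its plate's samples, either direction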
HER2 expr 66K: Her2 kinase expression inhibition; P04626; SKBR-3 HER2 protein level, AlphaScreen, 18-24 h; active compounds read low; HER2 level % of control, % at 10 µM; 0.69% of 65,000 active; AID 645;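 active means HER2 level under 5% of the carrier-only control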;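 further: 100% = DMSO carrier and 0% = 500 nM PU-H71 HSP90 inhibitor; lower value means stronger loss of Her2 protein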
E coli RNAP: inhibitors of Escherichia coli RNA polymerase. E. coli RNA polymerase, fluorescence transcription assay. P0A8V2. inhibition, %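 (tested at 10 µM)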. 0.2% of 62,000 active. AID 559; in the data active means inhibition above about 20%;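 further: 0% = enzyme without compound and 100% = no enzyme blank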
Target sequence (P0A8V2 whole entry, looked up): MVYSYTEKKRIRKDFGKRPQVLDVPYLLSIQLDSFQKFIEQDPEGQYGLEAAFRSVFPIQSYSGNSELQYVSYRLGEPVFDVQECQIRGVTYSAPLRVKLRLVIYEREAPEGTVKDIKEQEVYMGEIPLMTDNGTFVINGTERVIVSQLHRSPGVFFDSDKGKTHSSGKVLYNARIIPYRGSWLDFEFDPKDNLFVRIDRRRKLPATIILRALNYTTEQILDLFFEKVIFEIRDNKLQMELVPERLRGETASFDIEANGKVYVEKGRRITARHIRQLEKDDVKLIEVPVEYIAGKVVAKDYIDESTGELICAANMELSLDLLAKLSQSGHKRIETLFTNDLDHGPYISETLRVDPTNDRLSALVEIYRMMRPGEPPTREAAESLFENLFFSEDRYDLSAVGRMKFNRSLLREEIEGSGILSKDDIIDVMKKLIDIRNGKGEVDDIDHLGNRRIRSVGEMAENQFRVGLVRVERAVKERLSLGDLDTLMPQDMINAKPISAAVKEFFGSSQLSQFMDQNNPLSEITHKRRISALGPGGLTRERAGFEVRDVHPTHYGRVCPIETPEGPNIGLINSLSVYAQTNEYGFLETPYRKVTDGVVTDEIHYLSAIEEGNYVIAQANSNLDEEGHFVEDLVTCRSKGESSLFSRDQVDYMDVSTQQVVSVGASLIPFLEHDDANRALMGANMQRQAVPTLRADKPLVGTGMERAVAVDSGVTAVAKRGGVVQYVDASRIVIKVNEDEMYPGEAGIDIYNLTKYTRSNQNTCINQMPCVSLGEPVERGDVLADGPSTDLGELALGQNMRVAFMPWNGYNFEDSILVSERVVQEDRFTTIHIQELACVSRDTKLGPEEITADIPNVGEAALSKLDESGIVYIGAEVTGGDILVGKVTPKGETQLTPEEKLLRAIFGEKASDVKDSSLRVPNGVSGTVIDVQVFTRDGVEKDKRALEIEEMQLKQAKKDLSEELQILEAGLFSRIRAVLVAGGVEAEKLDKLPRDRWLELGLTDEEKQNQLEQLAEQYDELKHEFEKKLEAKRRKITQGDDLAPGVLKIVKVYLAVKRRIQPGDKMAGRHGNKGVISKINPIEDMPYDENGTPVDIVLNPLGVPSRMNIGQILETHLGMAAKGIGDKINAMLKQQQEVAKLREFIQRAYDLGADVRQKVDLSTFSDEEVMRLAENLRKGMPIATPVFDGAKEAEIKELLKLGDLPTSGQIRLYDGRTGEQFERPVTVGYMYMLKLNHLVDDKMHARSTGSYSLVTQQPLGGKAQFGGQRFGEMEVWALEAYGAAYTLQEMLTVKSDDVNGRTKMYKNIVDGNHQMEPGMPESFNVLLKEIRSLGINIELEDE
M1 antag: antagonists of rat M1 muscarinic receptor; P08482; CHO-M1 cells, Fluo-4 calcium, ACh EC80 antagonist mode; active compounds read low; B-score at 10 µM; 3.4% of 64,000 active; AID 628;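 active means calcium fluorescence response, raw or row-and-column corrected B-score, differing from the plate sample mean either way at a set confidence level, mostly lower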
Starred values were filed as active, the others as inactive; . = no result given; [ ] = dose if it differs, or a comment.

SMILES | 5HT1a ag | Hsp90 block | D1 allo mod | Fluor 339 460 | NADH coupling | M1 agonist | HER2 expr 66K | E coli RNAP | M1 antag
Cc1ccc(S(=O)(=O)c2c(N)n(/N=C/c3ccco3)c3nc4ccccc4nc23)cc1C | -1.1 | -60 | -0.036 | 3.2* | 5% | -0.46 | 89 | 1 | 1
CCOC(=O)c1c(C)c(C(=O)NCc2ccc3c(c2)OCO3)c(C)n1C | -5.4 | -4 | 4.3* | 1.2 | 5% | 0.38 | 115 | 3 | 0.19
CCCc1nnc(NC(=O)c2ccncc2)s1 | -3.7 | -1 | -0.43 | 1.1 | 6% | -0.48 | 84 | 6 | 0.0066
Cc1cccc2cc(CN(Cc3ccco3)C(=O)c3cccs3)c(=O)[nH]c12 | 0.1 | 1 | 0.99 | 1.7 | 6% | -0.29 | 93 | 2 | 0.33
CCN(CC)CCn1c(NCc2ccc(OC)cc2)nc2ccccc21 | 0.8 | 0 | -1 | 1.1 | 9% | -0.9 | 115 | 4 | -0.74
COCCNC(=O)c1ccc(CS(=O)(=O)c2c(Cl)cccc2Cl)o1 | -1.5 | -5 | 0.063 | 1 | 1% | -0.63 | 123 | 4 | 0.16
N=c1n(-c2ccccc2)c(O)cc(=O)n1-c1ccccc1 | . | . | 0.27 | 1.1 | 9% | 0.079 | 102 | 3 | 1.3
C(=N\c1nc2ccccc2[nH]1)/c1cccs1 | -3.2 | -1 | -0.1 | 1 | 0% | 0.13 | 86 | 7 | 0.47
CCOC(=O)N1CCC(c2nc3ccccc3[nH]2)CC1 | -0.2 | -8 | -0.72 | 1.1 | 4% | 0.35 | 78 | 5 | -0.26
O=c1nc(N2CCOCC2)nc2n1CCO2 | -3.3 | -1 | 0.42 | 1.1 | 7% | -1.9 | 103 | -1 | 0.4
O=C1CC(Nc2ccc(N3CCOCC3)cc2)C(=O)N1Cc1ccccc1 (centres undefined) | -1.1 | -4 | -0.084 | 1.1 | 11% | -0.35 | 66 | . | 0.15
C(=C\c1ccccc1)/CN1CCN(Cc2ccc3c(c2)OCCO3)CC1 | -4.8 | -1 | 0.21 | 1.1 | 2% | 0.37 | 104 | 4 | -2.5
O=C(NC(c1ccccc1)c1ccccc1)N1CCN(CCO)CC1 | 1.8 | -1 | 1.4 | 1.1 | 11% | -0.74 | 102 | 3 | 0.07
CC1(C)CC(=O)C2=C(C1)Nc1ccccc1NC2c1nc2ccccc2[nH]1 (centres undefined) | 0.2 | 1 | 0.76 | 0.95 | 10% | 1.2 | 121 | -3 | 0.54
Cc1ccc(NC(=O)CCCC(=O)O)c(Br)c1 | -3.7 | -2 | -0.8 | 1.1 | 3% | -0.077 | 94 | 6 | -0.0054
CC(=O)NC(Cc1ccc(F)cc1)C(=O)NC1CCN(c2nnnn2-c2ccccc2)CC1 (centres undefined) | -3.0 | 1 | . | 1.1 | 3% | . | 89 | 7 | .
O=C(NC1CCN(Cc2ccccc2)CC1)C1COc2ccccc2O1 (centres undefined) | -0.1 | -1 | -3.9* | 1 | 5% | -0.023 | 118 | 5 | -4.5*
CCOc1ccc(NC(=O)c2cnc3scc(C)n3c2=O)cc1 | -1.9 | 1 | -0.053 | 1.1 | 4% | -0.022 | 84 | 8 | -0.23
COc1ccc(-c2cc(C(=O)N(C)Cc3ccccc3)no2)cc1OC | -3.5 | 2 | 17* | 1.1 | 6% | 0.91 | 90 | 0 | -0.3
COc1ccc(-n2nc3c(c2NC(=O)C2CCCC2)CS(=O)C3)cc1 (centres undefined) | -1.1 | -3 | . | 1.1 | 6% | 0.62 | 104 | 7 | -0.51
CCOc1cccc(NC(=O)C(Cc2cccs2)c2nn[nH]n2)c1 (centres undefined) | -2.6 | -6 | 0.61 | 1 | 7% | -0.0016 | 73 | 3 | 0.73
CN(CC(=O)O)S(=O)(=O)c1cc(Cl)ccc1Cl | -0.7 | -2 | 1.6 | 1 | 3% | 0.35 | 89 | -4 | -0.42
COC(=O)c1ccc(Cn2nc(C)c(Br)c2C)cc1 | 0.5 | 0 | -2.7* | 1.1 | 6% | -0.8 | 86 | 3 | -0.63
CCCS(=O)(=O)N1CCN(C(=O)c2ccco2)CC1 | . | . | -0.25 | 1 | 1% | . | 98 | -1 | .
Cc1cc(NC(=O)c2cccc(S(=O)(=O)N3CCCC3)c2)no1 | -1.2 | -4 | 0.13 | 1.1 | 4% | 0.39 | 85 | 4 | -0.17

Further compounds:
SMILES | 5HT1a ag | Hsp90 block | D1 allo mod | Fluor 339 460 | NADH coupling | M1 agonist | HER2 expr 66K | E coli RNAP | M1 antag
CCC(=O)Nc1cccc(C(=O)c2ccccc2)c1 | -4.1 | -1 | -0.12 | 1.1 | 3% | -0.31 | 80 | 5 | 0.095
CC(NC(=O)c1cccs1)c1ccc2c(c1)OCO2 (centres undefined) | -1.7 | -3 | -0.095 | 1.2 | 4% | . | 98 | -3 | .
CC(=O)c1sc(Nc2nc3ccc(F)cc3s2)nc1C | 2.1 | -5 | . | 1.9 | 10% | -0.029 | 50 | 6 | -0.4
COc1ccc2ccccc2c1/C=N/O | -5.2 | 0 | 2.2 | 1.4 | 8% | 5.6* | 98 | -3 | -1.3
CC(C)c1ccc(-c2nc(N3CCCCC3)[nH]c(=O)c2C#N)cc1 | 0.3 | -1 | 5.5* | 1.1 | 2% | 0.55 | 111 | 2 | 0.43
Cc1cc(-c2cccs2)c2c(n1)sc1c(=O)[nH]c(=O)[nH]c12 | 1.8 | -24 | 9.9* | 1.9 | 5% | -0.19 | 95 | 8 | -0.0018
CCC(C)NC(=O)C1CCN(S(=O)(=O)CC)CC1 (centres undefined) | -2.4 | 1 | -0.0065 | 1.1 | 8% | -0.1 | 103 | 2 | 0.088
CCn1cc(C(=O)Nc2ccc(C(=O)N3CCCC3)cc2)c(=O)c2ccc(C)nc21 | -1.9 | 1 | -0.25 | 1.1 | 3% | 0.052 | 71 | 6 | 0.084
CCN(CC)CCOC(=O)c1cccc(OC)c1 | 1.7 | -2 | -1.6 | 0.98 | 2% | -0.47 | 99 | 9 | -1.4
COc1ccccc1OCC(=O)OCC(=O)NCCN1C(=O)CSC1=O | -1.6 | -1 | 0.026 | 1 | 3% | -0.8 | 85 | 10 | 0.45
O=C(O)CCc1ccc(-c2ccccc2)n1CC1CCCO1 (centres undefined) | 1.8 | -7 | -0.23 | 4* | 10%[fluoresces] | 0.094 | 92 | 3 | 0.46
Cc1ccc(S(=O)(=O)N(C)CCCC(=O)Nc2ccncc2)cc1 | -2.0 | 2 | -2.3 | 1.1 | 3% | 0.44 | 86 | 5 | -0.049
O=C(CSc1ncnc2ccccc12)NCc1ccco1 | -3.0 | -2 | -0.66 | 1.1 | 2% | -0.055 | 77 | 7 | 0.13
O=C(NCc1ccc2c(c1)OCO2)c1ccc2c(c1)C(=O)N(CC1CCCO1)C2=O (centres undefined) | -4.7 | -7 | -0.11 | 1.1 | 9% | -0.31 | 120 | -9 | -1.9
CCCC(NS(=O)(=O)c1ccc(OC)cc1)C(=O)O (centres undefined) | -0.1 | -2 | -0.49 | 1.1 | 4% | . | 97 | 9 | .
O=C(NC1CCCC1)C(c1cccs1)N(C(=O)c1ccco1)c1ccc2c(c1)OCCO2 (centres undefined) | -0.6 | -1 | -0.91 | 1.1 | 8% | 0.57 | 92 | 4 | 0.035
O=S(=O)(c1cccc(S(=O)(=O)N2CCCC2)c1)c1cccc(S(=O)(=O)N2CCCC2)c1 | -6.3 | -4 | -0.2 | 1.1 | 1% | 1.8 | 97 | 2 | -1.8
CCc1[nH]nc2c1C(c1ccc(Br)s1)C(C#N)=C(N)O2 (centres undefined) | 2.0 | -3 | . | 1 | 7% | -0.24 | 142 | 0 | 2.5*
CCOc1ccccc1C(=O)NC1CC2CCCC(C1)N2C1CC1 (centres undefined) | -2.3 | 2 | -4.2 | 1.1 | 2% | 1.2 | 83 | 0 | -0.95
OCCNc1nc2ccccc2n1-c1ccccc1 | -4.1 | -1 | 1.3 | 1.1 | 0% | -1.5 | 96 | 5 | -0.34
COc1cc2c(cc1OC)C(C(=O)Nc1ccc3c(c1)OCCO3)C(c1cccnc1)N(C)C2=O (centres undefined) | -2.3 | . | 0.33 | 1.1 | 5% | . | 104 | 1 | .
CCOCC(=O)Nc1cc(OC)c(Cl)cc1OC | -0.7 | 0 | . | 1.1 | 7% | -0.11 | 96 | 5 | 0.32
COc1cc(Cl)c(S(=O)(=O)n2cnc(C)c2)cc1Cl | 0.5 | -4 | . | 1.1 | 6% | . | 92 | 2 | .
CCCCCSc1nc2c(cnn2-c2ccccc2)c(=O)[nH]1 | -0.2 | -2 | 2.9* | 1.1 | 3% | -0.66 | 142 | 6 | -0.13
Cc1cc(C(=O)OCC(=O)Nc2cc(C)on2)c2ccccc2n1 | -1.6 | 2 | 0.75 | 1.2 | 0% | -0.61 | 109 | 1 | -6.1*

Next part
SMILES | 5HT1a ag | Hsp90 block | D1 allo mod | Fluor 339 460 | NADH coupling | M1 agonist | HER2 expr 66K | E coli RNAP | M1 antag
O=C(NCc1ccc2c(c1)OCO2)C1CCCN1C(=O)Nc1cccc(Cl)c1 (centres undefined) | -0.8 | 0 | 1.6 | 1.1 | 3% | -0.029 | 102 | -6 | -0.84
CCCC(=O)Nc1c2c(nn1-c1ccc(OC)cc1)CS(=O)C2 (centres undefined) | 2.2 | 0 | 3.2* | 1 | 3% | -1.1 | 109 | 8 | 0.28
CC(C)CNS(=O)(=O)c1ccc(S(=O)(=O)N2CCCN(Cc3ccccc3)C2)cc1 | -0.7 | -4 | -0.87 | 1.1 | 3% | . | 129 | 10 | .
COc1ccc(Oc2coc3c(CN(C)C)c(O)ccc3c2=O)cc1 | -3.2 | . | -4.3* | 2.3* | 14%[fluoresces] | -0.058 | 74 | 0 | -3.7*
CCN(CCCNC(=O)CN1C(=O)COc2ccccc21)c1ccccc1 | -3.0 | . | 0.77 | 1.1 | 9% | 0.79 | . | 11 | -0.26
CCOC(=O)NC(=O)CN1C(=O)NC(C)(c2ccccc2)C1=O (centres undefined) | 0.8 | -5 | 4.4* | 1.1 | 3% | -0.073 | 71 | 2 | 2.1*
Cc1cccc(N2CCCn3c2nc2c3c(=O)n(CCN3CCOCC3)c(=O)n2C)c1 | 0.5 | 1 | -1.6 | 1.1 | 8% | 0.2 | 47 | 8 | 0.0067
CC(=O)N1CCc2cc(S(=O)(=O)CCC(=O)Nc3cccc(F)c3)ccc21 | -3.5 | -2 | -0.02 | 0.97 | 10% | -0.044 | 112 | 18 | 0.32
COCCN1C(=O)C(O)=C(C(=O)c2ccco2)C1c1cccc(Oc2ccccc2)c1 (centres undefined) | -0.8 | -4 | 0.018 | 1.1 | 5% | -0.63 | 186 | 2 | 0.38
CCOC(=O)CCc1n[nH]c(=O)[nH]c1=O | -3.7 | -1 | -1.1 | 1.1 | 4% | 0.36 | 127 | 4 | 1.5
O=C(NCn1ccc(=O)[nH]c1=S)c1ccccc1 | 0.8 | 1 | 0 | 1.1 | 8% | -0.34 | 101 | 5 | -0.27

A draw from above in order of SMILES length, highest first.
SMILES | 5HT1a ag | Hsp90 block | D1 allo mod | Fluor 339 460 | NADH coupling | M1 agonist | HER2 expr 66K | E coli RNAP | M1 antag
COCCN1C(=O)C(O)=C(C(=O)c2ccco2)C1c1cccc(Oc2ccccc2)c1 (centres undefined) | -0.8 | -4 | 0.018 | 1.1 | 5% | -0.63 | 186 | 2 | 0.38
Cc1cccc(N2CCCn3c2nc2c3c(=O)n(CCN3CCOCC3)c(=O)n2C)c1 | 0.5 | 1 | -1.6 | 1.1 | 8% | 0.2 | 47 | 8 | 0.0067
CC(=O)N1CCc2cc(S(=O)(=O)CCC(=O)Nc3cccc(F)c3)ccc21 | -3.5 | -2 | -0.02 | 0.97 | 10% | -0.044 | 112 | 18 | 0.32
CCOC(=O)NC(=O)CN1C(=O)NC(C)(c2ccccc2)C1=O (centres undefined) | 0.8 | -5 | 4.4* | 1.1 | 3% | -0.073 | 71 | 2 | 2.1*
CCCC(=O)Nc1c2c(nn1-c1ccc(OC)cc1)CS(=O)C2 (centres undefined) | 2.2 | 0 | 3.2* | 1 | 3% | -1.1 | 109 | 8 | 0.28
O=C(NCn1ccc(=O)[nH]c1=S)c1ccccc1 | 0.8 | 1 | 0 | 1.1 | 8% | -0.34 | 101 | 5 | -0.27

From PubChem
